From PubChem BioAssay
TAAR1 antag: antagonists of human TAAR1. Q96RJ0. CHO RD-HGA16 TAAR1, Fluo-8 calcium fluorescence, antagonist. inhibition, % at 3 µM. hit rate 1.5% among 360,000. AID 624466;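 active means inhibition above a per-plate cutoff, the mean inhibition of test compounds on that plate plus 3 SD, cut at about 49% in these data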;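 further: 0% = DMSO plus EC80 beta-PEA response and 100% = DMSO alone without agonist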
Target sequence (Q96RJ0 whole entry, looked up): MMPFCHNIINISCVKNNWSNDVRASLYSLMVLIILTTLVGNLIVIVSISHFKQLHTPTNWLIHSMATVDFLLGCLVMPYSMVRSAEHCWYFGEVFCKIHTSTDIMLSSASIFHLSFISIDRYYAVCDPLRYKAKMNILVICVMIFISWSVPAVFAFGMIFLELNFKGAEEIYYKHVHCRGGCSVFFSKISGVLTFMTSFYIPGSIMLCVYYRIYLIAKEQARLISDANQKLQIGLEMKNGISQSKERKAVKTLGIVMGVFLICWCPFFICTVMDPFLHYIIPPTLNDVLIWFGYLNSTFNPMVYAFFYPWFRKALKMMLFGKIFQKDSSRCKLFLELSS
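Test system – hTAAR1-expressing CHO RD-HGA16 cells, Gα16-coupled · Also added – β-PEA at EC80 concentration, post-compound challenge · Compound – 3 µM, single point · Incubation – dye loading 75 min at 37 °C, then 30 min room temperature · Measured by – Fluo-8 intracellular calcium dye fluorescence, real-time kinetic reads · Benchmarks – vehicle and agonist controls · Replicates – singlicate, one well per test compound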
CHRM1 PAM: human CHRM1 positive allosteric modulation; activation, % at 3 µM; CHO-K1 hM1, Fluo-8 calcium fluorescence, ACh EC20; 0% = ACh EC20, 100% = maximal ACh; hit rate 0.088% among 360,000; in the data active means activation above about 19%, passing the limit was not always enough
Target sequence (P11229 whole entry, looked up): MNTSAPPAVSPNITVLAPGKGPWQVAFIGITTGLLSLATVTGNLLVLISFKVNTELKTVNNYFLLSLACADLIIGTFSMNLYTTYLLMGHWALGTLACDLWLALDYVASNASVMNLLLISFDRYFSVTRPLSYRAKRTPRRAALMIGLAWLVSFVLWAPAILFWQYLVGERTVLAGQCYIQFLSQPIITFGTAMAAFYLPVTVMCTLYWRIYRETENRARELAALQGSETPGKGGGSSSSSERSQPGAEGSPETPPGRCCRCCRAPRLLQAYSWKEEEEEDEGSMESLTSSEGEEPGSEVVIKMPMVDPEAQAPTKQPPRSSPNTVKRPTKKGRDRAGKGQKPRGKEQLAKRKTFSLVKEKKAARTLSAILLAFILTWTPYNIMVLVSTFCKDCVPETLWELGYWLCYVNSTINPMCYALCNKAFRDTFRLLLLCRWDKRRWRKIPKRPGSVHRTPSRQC
M1 ag parental: nonselective activator or artifact in parental CHO-K1 cells. Fluo-8 calcium fluorescence; scaled to maximal ATP response, vehicle zero. activation, % at 3 µM. hit rate 0.48% among 360,000; in the data active means activation above about 15%;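 further: untransfected CHO-K1 host cells lacking M1 receptor as counterscreen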
M1 antag: human CHRM1 antagonism; CHO-K1 hM1, Fluo-8 calcium fluorescence, ACh EC80 antagonist; inhibition, % at 3 µM; hit rate 1.3% among 360,000;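 active means percent inhibition above its own plate's cutoff, namely the mean of that plate's compound wells plus 3 SD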;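 further: peak over basal fluorescence ratio during 140 s after agonist addition; 0% = ACh EC80 plus DMSO and 100% = DMSO alone without agonist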
TAAR1 ag: human TAAR1 agonism; Q96RJ0; CHO RD-HGA16 TAAR1, Fluo-8 calcium fluorescence; vehicle wells 0%, saturating PEA agonist 100%; activation, % at 3 µM; hit rate 0.99% among 360,000; AID 624467;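 active means activation above the mean activation of all test compounds in the run plus 3 SD, cut at about 38% in these data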
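Test system: RD-HGA16 (CHO) cells co-expressing Gα16 and hTAAR1; dosing: one-point dosing at 3 µM (nominal); timing: 17-24 h seeding, 75 min 37 °C dye, 30 min RT; signal: kinetic Fluo-8 calcium fluorescence; read-out basis: % activation relative to PEA EC100 response; controls: DMSO and PEA EC100; replicates: n 1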
CHRM1 agonist: agonists of human M1 muscarinic receptor | CHO-K1 hM1, Fluo-8 calcium fluorescence, agonist mode; 0% DMSO, 100% acetylcholine EC100 | hit rate 0.33% among 360,000 | P11229 | AID 588814 | activation, % at 3 µM;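 active means activation above the run's mean compound activation plus 3 SD, cut at about 16% in these data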;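 further: peak over basal fluorescence ratio within a 140 s kinetic read after compound addition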
CHO-K1 Ca antag: counter-screen for M1 antagonists: effect in parental CHO-K1 cells | hit rate 0.6% among 360,000 | ATP-induced calcium, Fluo-8 fluorescence | inhibition, % at 3 µM;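 active means inhibition above a per-plate cutoff, the plate's mean sample inhibition plus 3 SD, cut at about 24% in these data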;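 further: 0% = DMSO plus EC80 ATP and 100% = DMSO alone without ATP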
CHO parental Ca: counter-screen: ATP calcium response change in parental CHO cells; parental CHO-K1, ATP-induced calcium, Fluo-8 fluorescence; inhibition, % at 5.6 µM; hit rate 0.63% among 330,000;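 active means inhibition above that plate's mean sample inhibition plus 3 SD, cut at about 26% in these data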;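 further: 0% = ATP-challenged DMSO wells and 100% = DMSO wells without ATP; some compounds past the cut are filed as inactive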
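Material – parental CHO cells · Reagent – ATP stimulus · Compound – single nominal dose of 5.6 µM per compound · Detection – Fluo-8 fluorescence · Read-out basis – percent inhibition of calcium signal · Controls – ATP-challenged DMSO wells low, unchallenged DMSO wells high · Repeats – no replicates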
M1 PAM parental: M1 PAM counterscreen hit in parental CHO-K1 cells; hit rate 0.02% among 360,000; activation, % at 3 µM; ATP EC20, Fluo-8 calcium fluorescence; 0% at ATP EC20, 100% at ATP max;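 active means activation above the run cutoff, the mean activation of all test compounds plus 3 SD, cut at about 40% in these data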;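 further: peak over basal fluorescence ratio in a 140 s read after ATP addition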
The depositor's hits bear a star; / = no result given. Hits appear at their usual frequency. Share with any hit: about 4.4%.

SMILES	TAAR1 antag	CHRM1 PAM	M1 ag parental	M1 antag	TAAR1 ag	CHRM1 agonist	CHO-K1 Ca antag	CHO parental Ca	M1 PAM parental
CSc1ccc(/C=c2\s/c(=C\C(=O)C(C)(C)C)n(CC(=O)NCCC3=CCCCC3)c2=O)cc1	5	5	2.1	-1	0	-4	-11	-2	15
O=C(NCCSc1ccccc1)c1ccc(Br)cc1	-15	13	0.3	-8	10	-12	-7	-21	16
CCN(CCCNC(=O)CNC(=O)c1nn(-c2ccc(OC)c(OC)c2)c(=O)c2ccccc12)c1ccccc1	44	-22	5.8	21	11	-8	-5	-17	-13
c1ccc2c(CN3CCOCC3)csc2c1	-3	8	0.4	-9	-1	-6	4	-9	-5
O=C(CN(Cc1ccco1)C(=O)c1ccccc1F)Nc1ccccc1C(F)(F)F	-7	10	-0.3	-12	5	-1	-12	-19	6
CCOC(=O)/C(C#N)=C1/C(=O)N(Cc2ccccc2)c2ccccc21	3	3	-0.3	-3	7	8	23	/	-12
COc1ccc(-c2csc(C(O)c3ccc(F)cc3)n2)cc1 (stereo not given)	78*	-13	14	-6	62*	8	-11	/	-11
Fc1ccc(-c2nnn(Cc3nc4ccccc4s3)n2)cc1	5	4	0.2	-5	6	-5	15	-4	-6
CCOC(=O)C1CC(CN2C(=O)c3ccccc3C2=O)OC1=O (stereo not given)	-7	8	0.5	-16	2	-3	-10	/	8
O=c1[nH]c(N/N=C/c2cc3c(cc2[N+](=O)[O-])OCO3)nc2ccccc12	-7	-2	0.8	9	1	-3	-7	1	18
COCC(=O)N(Cc1ccco1)c1nnc(C2CCOC2)s1 (stereo not given)	1	-4	0.5	4	4	-6	0	-3	14
COc1ccc(C(=O)NC(Nc2ccc(C)cc2)C(Cl)(Cl)Cl)cc1 (stereo not given)	24	-6	6.5	14	3	-4	14	-12	5
CC(=O)c1ccccc1C(=O)N1CCCC(CCC(=O)N2CCN(c3ccccn3)CC2)C1 (stereo not given)	-1	7	0.9	-1	1	-1	1	-10	-5
COc1ccc(C)cc1NCC(=O)Nc1ccc(C(C)(C)C)cc1	-1	16	0.2	-9	-2	-5	5	-14	16
COc1ccc(NC(=O)c2ccc(S(=O)(=O)N3CCCCCC3)cc2)c(OC)c1	-27	1	2.4	-3	-2	-4	-15	-33	11
CCc1sc(C(=O)NCCCN2CCCC2=O)cc1Br	-30	1	0.7	3	3	-6	-13	-14	27
CCCCn1c(SCc2ccccn2)nc2c1c(=O)n(C)c(=O)n2C	-10	0	0.3	6	4	-5	2	-18	2
COc1cc(NC(=O)CCc2nnc3ccc(N4CCN(C)CC4)nn23)cc(OC)c1	-2	4	4.5	1	0	-5	-4	-6	7
O=C1CCN(C(=O)c2cccs2)c2ccccc21	-19	3	-0.1	0	1	-3	5	-14	-3
CCc1ccccc1NC(=O)c1ccc(CN2CCC(Cc3ccccc3)CC2)cc1	-20	-20	1.7	38*	2	-4	-12	-23	23
CCOc1ccc(CCNC(=O)c2nnc(CS(=O)(=O)c3ccccc3)o2)cc1OCC	13	4	1.1	2	-2	-3	-3	9	1
CC(=O)NCCNc1nc(NCc2cccs2)nc2ccsc12	23	-1	5.2	-25	34	-3	-6	/	-2
CCN(CC)S(=O)(=O)c1csc(C(=O)NC2CCCCC2)c1	-4	7	0.4	-9	14	-2	8	-7	7
Cc1cc(C)cc(N(CC(=O)NC2CCCCCC2)S(=O)(=O)c2c(C)[nH]c(=O)[nH]c2=O)c1	-15	14	-0.6	-17	0	-1	-11	-9	20
Cn1c(=O)[nH]c(=O)c2c1nc(Br)n2Cc1cccc(Br)c1	3	2	2.8	0	14	6	-11	-3	-9
O=C(O)C(Cc1c[nH]c2ccccc12)NS(=O)(=O)c1ccc(Br)cc1 (stereo not given)	-1	4	0.1	-5	0	-4	6	-9	4
Cc1nc2ccccc2c(=O)n1/N=C/c1ccc(N(C)C)cc1	2	-8	0.1	9	9	-6	-10	0	2
O=C1CC(c2ccccc2)CC(=O)C1CS(=O)(=O)c1ccccc1 (stereo not given)	1	7	0.0	-5	0	-7	9	-12	2
CN(C)c1ccc(/C(=N\O)c2ccccc2)cc1	16	-5	1.4	4	14	-7	9	3	-12
Cc1ccccc1OCC(=O)N1CCN(C(=O)COc2ccccc2C)CC1	0	1	1.6	2	2	-4	6	-3	21

Pulled by structure from the entries so far, 4 records:
SMILES	TAAR1 antag	CHRM1 PAM	M1 ag parental	M1 antag	TAAR1 ag	CHRM1 agonist	CHO-K1 Ca antag	CHO parental Ca	M1 PAM parental
O=C(O)C(Cc1c[nH]c2ccccc12)NS(=O)(=O)c1ccc(Br)cc1 (stereo not given)	-1	4	0.1	-5	0	-4	6	-9	4
CCc1ccccc1NC(=O)c1ccc(CN2CCC(Cc3ccccc3)CC2)cc1	-20	-20	1.7	38*	2	-4	-12	-23	23
CCc1sc(C(=O)NCCCN2CCCC2=O)cc1Br	-30	1	0.7	3	3	-6	-13	-14	27
CCCCn1c(SCc2ccccn2)nc2c1c(=O)n(C)c(=O)n2C	-10	0	0.3	6	4	-5	2	-18	2

Next section.
SMILES	TAAR1 antag	CHRM1 PAM	M1 ag parental	M1 antag	TAAR1 ag	CHRM1 agonist	CHO-K1 Ca antag	CHO parental Ca	M1 PAM parental
O=C(O)c1cccnc1SCc1cccc(Br)c1	21	5	0.8	-8	-2	-6	-10	2	9
c1ccc(-n2ncc3c2ncn2nnnc32)cc1	-12	1	0.1	-2	-1	-3	-14	-3	-2
Nc1ccc2oc(-c3cccc(Br)c3)nc2c1	/	7	0.9	-15	/	-3	-14	-17	19
CCOc1ccc(-c2c(C(=O)N/N=C/c3sccc3C)nnn2-c2nonc2N)cc1	-12	-1	1.5	-4	10	-1	-1	7	3
Cc1ccc(-c2csc(N3CCN(c4cc5c(cc4Cl)nc(-c4ccncc4)n5CCN4CCCCC4)CC3)n2)cc1	7	3	-0.1	-16	0	-7	-20	-40	9
CC[C@H]1CCCCc2ccccc2[C@@H](C(=O)C[C@@H](O)CC(C)=O)OC1=O	-14	7	0.9	-14	1	-7	-22	-12	30
Cc1cccc(C(=O)NCc2nnc(SCC(=O)N3CCN(c4ccccc4)CC3)n2C)c1	12	10	3.0	-11	0	-7	-11	3	22
CC(=O)c1cccc(NC(=O)COC(=O)Cn2cnc3ccccc32)c1	-19	2	0.3	3	-2	-1	0	-7	-12
O=S(=O)(NC1=NCCCCC1)c1ccc2ccccc2c1	-3	6	1.4	-10	-1	-6	-8	-8	15
CS(=O)(=O)Nc1cccc(C2=NN(C(=O)CCC(=O)O)C(c3cccs3)C2)c1 (stereo not given)	-21	12	0.4	-12	1	-2	-14	-5	-2
COc1cccc(N(CC(=O)Nc2ccccc2C)S(C)(=O)=O)c1	8	5	1.9	-4	0	1	-25	-6	14
NS(=O)(=O)c1ccc(CNS(=O)(=O)c2cc(C(=O)O)ccc2Cl)cc1	-7	8	0.1	-2	0	-4	1	-2	12
Cc1ccc(S(=O)(=O)Nc2ccc(C(=O)NCCCn3ccnc3)cc2)cc1[N+](=O)[O-]	-11	4	0.8	-6	3	-8	-15	-4	25
O=C(Nc1ccccc1C(=O)N/N=C/c1ccccc1)c1ccco1	47	10	3.2	-1	7	4	-7	-17	-8
O=C(Cn1cnc2ccccc2c1=O)NC1CCCc2ccccc21 (stereo not given)	4	3	1.0	1	3	-1	-2	-21	13
CCOC(=O)C1=C(C)NC(=O)/C1=C\N(C)C	7	-11	0.0	12	0	-2	28*	5	-15
COC(=O)c1sccc1N/N=C/c1cccc(Oc2ccccc2)c1	6	6	-0.1	-13	0	-2	-8	-15	-1
CCCCCC(=O)N1C[C@@H](n2cc(COC(=O)c3ccccc3)nn2)[C@H](O)C[C@@H]1c1ccc(OC)cc1	23	-8	3.6	-4	4	-4	-11	/	10
CS(=O)(=O)N(CCc1ccccc1)CC(=O)N1CCN(c2ccccc2)CC1	-3	-2	1.3	13	7	0	-1	-20	-5
Cc1ccc2[nH]c(=O)c(C(c3nnnn3C(C)(C)C)N3CCN(C(=O)c4ccco4)CC3)cc2c1 (stereo not given)	10	12	0.2	-9	18	0	-40	-8	16
O=C(COC(=O)Cc1ccccc1[N+](=O)[O-])NCc1ccc(F)cc1	16	3	0.3	1	0	-6	4	5	6
COc1ccc(-c2cc(C)no2)cc1S(=O)(=O)NCC1CCN(Cc2cc(C)ccc2C)CC1	-6	-25	2.7	51*	11	-5	-17	-28	6
CCOC(=O)c1c(-c2ccccc2)csc1NC(=O)C1CCCO1 (stereo not given)	18	4	0.0	-12	27	-3	-25	-33	1
CC1(C(=O)Nc2ccc3nc[nH]c3c2)CCN1C(=O)C1(c2ccccc2)CC1 (stereo not given)	4	3	-0.1	-16	0	0	-4	/	2
CC(=O)Nc1cccc(C(=O)OCC(=O)Nc2c(C)nn(-c3ccccc3)c2C)c1	3	-1	4.0	-1	8	-1	6	-10	-26
Cc1ccc(C)c(C(=O)CSc2nnnn2C(C)C)c1	6	2	0.3	6	1	-4	1	-18	-1
Cc1ccc(NC(=O)NC(=O)c2cnccc2C(F)(F)F)c(C)c1	-32	14	1.7	-10	2	-3	-13	-14	21
Cc1cccc(N2C(=O)C(Cl)=C(N3CCOCC3)C2=O)c1	-1	5	1.1	-4	5	-4	-12	-35	22
COc1ccc(-c2noc(CCC(=O)NC3CCCCC3)n2)cc1OC	11	3	0.2	1	7	-1	-2	-4	-1
Cc1ccnc(NC(=O)CCCc2c[nH]c3ccccc23)c1	-19	15	1.5	-22	5	-2	-7	-13	11
C=CCOc1c(Br)cc(CNn2c(C)n[nH]c2=S)cc1OCC	-5	3	8.1	-8	6	-7	-12	-19	1
COc1ccc(CCC(=O)NCCS(=O)(=O)N2CCN(c3ccccc3)CC2)cc1	21	16	9.4	-3	6	4	-4	-20	1
CC(C)CCNC(=O)Cn1cc2c(n1)CCCCC2	-18	-3	-0.5	0	4	-3	0	-10	-5
COc1ccc(S(=O)(=O)N2CCCC(C(=O)NC3CC3)C2)cc1Cl (stereo not given)	0	20	-0.4	-17	0	0	-11	-14	7
Cc1ccccc1C(=O)N1CCC(C(=O)Nc2ccc(C)c(S(=O)(=O)N3CCCCC3)c2)CC1	10	-3	4.9	5	4	2	-5	-5	6
Cc1ccc(OCc2nc(-c3cccs3)no2)c([N+](=O)[O-])c1	-3	7	2.7	-13	6	-6	-16	-14	13
Cc1cc(=O)n2[nH]c(-c3cccc(Cl)c3)cc2n1	10	16	0.0	-5	2	3	12	-2	-10
COc1ccc(-c2ccc(=O)n(CC(=O)Nc3ccc4c(c3)OCCO4)n2)cc1	5	7	1.0	-10	7	-3	-14	-6	25
Cn1ncc2c(Nc3ccccc3Cl)nc(Nc3ccccc3Cl)nc21	-17	7	5.2	-3	6	-4	-22	-33	12
COc1cc2c(cc1OC)CN(CC(=O)Nc1ccccc1C(=O)NC1CC1)CC2	-7	1	0.2	-5	-2	-4	-17	-12	-7
